Scp-1 inhibitor: Scp-1 phosphatase inhibitors, primary screen, biochemical, colorimetric, uHTS | Recombinant Scp1, phosphopeptide, malachite green phosphate absorbance | inhibition, % at 20 µM | hit rate 0.88% among 340,000 | AID 493091, 2011;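 active = inhibition above about 50% at 20 µM, limit read from the data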;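 note: plate controls were DMSO wells with enzyme for no effect and wells lacking enzyme for full effect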
Target sequence (Q9GZU7 76-261 limits assumed): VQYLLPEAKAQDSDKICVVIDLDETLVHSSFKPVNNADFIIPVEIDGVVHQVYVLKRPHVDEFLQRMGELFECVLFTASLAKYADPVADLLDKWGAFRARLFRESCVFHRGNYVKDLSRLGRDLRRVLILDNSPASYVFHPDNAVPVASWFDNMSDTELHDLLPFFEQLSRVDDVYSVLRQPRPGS
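Test system: SCP-1 phosphatase catalytic domain, residues 76-261 | Compound dosing: One concentration, 20 µM, with 1.0% DMSO | Schedule: 45 min room-temperature reaction, 5 min colour, 30 min stabiliser | Detection: Absorbance at 630 nm | Read-out basis: % inhibition of SCP-1 phosphate liberation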
NRP1-CendR mod: modulators of CendR peptide binding to NRP-1, primary screen, biochemical, fluorescence polarization, uHTS | FAM-RPARPAR peptide binding to NRP-1 | hit rate 0.85% among 360,000 | AID 602438, 2012 | Neuropilin-1 (Homo sapiens), O14786 | inhibition, % at 25 µM;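 active = inhibition or corrected inhibition above about 18%, plus a signal ratio from 0.5 to 1.5, limit read from the data, passing the limit was not always enough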; note: strong numbers were not always called active
STEP block: STEP phosphatase inhibitors, primary screen, biochemical, fluorescence intensity, uHTS | AID 588621, 2011 | hit rate 0.25% among 360,000 | inhibition, % at 20 µM | recombinant STEP, OMFP fluorogenic substrate;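 active = inhibition at 20 µM, scaled per plate between control wells, above about 37%, limit read from the data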;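 note: 0% = DMSO with enzyme and substrate and 100% = substrate only without enzyme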
Target sequence (P54829 whole entry, looked up): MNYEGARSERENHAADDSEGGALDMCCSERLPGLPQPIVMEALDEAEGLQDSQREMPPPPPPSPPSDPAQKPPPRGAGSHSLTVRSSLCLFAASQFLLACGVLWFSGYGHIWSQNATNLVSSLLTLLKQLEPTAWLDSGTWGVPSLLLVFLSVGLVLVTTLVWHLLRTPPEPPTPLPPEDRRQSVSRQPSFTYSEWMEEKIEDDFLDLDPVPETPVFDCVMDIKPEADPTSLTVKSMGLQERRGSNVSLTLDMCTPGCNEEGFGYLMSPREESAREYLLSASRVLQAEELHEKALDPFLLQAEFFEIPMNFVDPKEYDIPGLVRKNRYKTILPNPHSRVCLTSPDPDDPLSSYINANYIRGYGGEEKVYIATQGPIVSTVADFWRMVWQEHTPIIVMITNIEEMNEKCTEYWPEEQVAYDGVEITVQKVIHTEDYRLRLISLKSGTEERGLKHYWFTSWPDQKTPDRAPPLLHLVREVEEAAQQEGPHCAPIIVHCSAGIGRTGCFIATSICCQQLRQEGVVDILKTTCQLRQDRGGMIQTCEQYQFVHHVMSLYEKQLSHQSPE
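Also added – OMFP at 25 µM · Test system – STEP tyrosine phosphatase · Technique – FITC-channel fluorescence of OMFP product · Schedule – 20 min at room temperature, dark · Evaluation – control-normalized % inhibition with plate pattern correction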
NadD block: inhibitors of S. aureus NadD, primary screen, biochemical, colorimetric, uHTS | purified NadD enzyme, colorimetric absorbance read-out | inhibition, % at 20 µM | hit rate 0.78% among 360,000; in the data active = inhibition above about 26%; note: some compounds past the cut are filed as inactive
TbMetRS inhib: T. brucei MetRS inhibitors, primary screen, biochemical, luminescence; inhibition, % at 11.9 µM; hit rate 0.4% among 360,000; purified T. brucei MetRS, ATP depletion, Kinase-Glo luminescence;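 active = inhibition above a per-plate cutoff of the control wells' mean inhibition plus 3 SD, cut at about 5.5% in these data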;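 note: 0% = DMSO wells median and 100% = median of wells with control inhibitor compound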
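Material: parasite MetRS enzyme / Replication: singlicate, one well per compound / Signal: luminescence of leftover ATP / Schedule: 2 h aminoacylation at 25 °C after 15 min preincubation / Medium: HEPES-MgCl2-KCl buffer plus DTT, spermine, BSA, pyrophosphatase / Doses: 11.9 µM single point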
SKN-1 inh: suppressors of acrylamide-induced Pgst-4::GFP reporter in worms, primary screen, SKN-1 inhibitor project, whole organism, uHTS, GFP/RFP fluorescence ratio, strain VP596; inhibition, % at 21.8 µM; AID 624304, 2012; hit rate 0.49% among 360,000; C. elegans VP596 Pgst-4::GFP/RFP ratio, 24 h;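 active = interference check ratio from 0.5 to 1.5 plus GFP to RFP signal ratio inhibition reaching or exceeding a fixed threshold, cut at about 30% in these data, passing the limit was not always enough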; note: some compounds called inactive have numbers as strong as hits
Neddylation inh: inhibitors of cullin neddylation, primary screen, biochemical, TR-FRET, uHTS, NAE and Ubc12; AID 651699, 2012; calls only at 25 µM; hit rate 0.58% among 360,000; in the data active = inhibition above about 36%
SUMO1 PPI mod: modulators of SUMO1 protein-protein interactions, primary screen, biochemical, uHTS. Small ubiquitin-related modifier 1 (Homo sapiens), P63165. SUMO1 binding to a labelled peptide, TR-FRET, 1 h. inhibition, % at 20 µM. hit rate 0.33% among 360,000. AID 602429, 2012; in the data active = inhibition above about 37%
Target sequence (P63165 whole entry, looked up): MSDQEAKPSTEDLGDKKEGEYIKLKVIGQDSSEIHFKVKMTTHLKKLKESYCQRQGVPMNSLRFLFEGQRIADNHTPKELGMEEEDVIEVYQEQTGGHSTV
DNMT1 inh: human DNMT1 methyltransferase inhibitors, primary screen, biochemical, molecular beacon, fluorescence, HinP1I cleavage, uHTS | DNA (cytosine-5)-methyltransferase 1 (Homo sapiens), P26358 | inhibition (reported as % activation of signal), % at 10 µM | hit rate 0.83% among 360,000; in the data active = inhibition above about 50%
LMPTP inh: LMPTP phosphatase inhibitors, primary screen, biochemical, fluorescence intensity, uHTS | Low molecular weight phosphotyrosine protein phosphatase (Homo sapiens), P24666 | recombinant LMPTP-A, OMFP fluorogenic substrate | inhibition, % at 20 µM | hit rate 0.22% among 360,000 | AID 651560, 2012;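 active = compounds that cut the enzyme signal by at least half of the control window in the single-dose screen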;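 note: plate controls were DMSO wells with enzyme plus substrate for no effect and substrate without enzyme for full effect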
Target sequence (P24666 whole entry, looked up): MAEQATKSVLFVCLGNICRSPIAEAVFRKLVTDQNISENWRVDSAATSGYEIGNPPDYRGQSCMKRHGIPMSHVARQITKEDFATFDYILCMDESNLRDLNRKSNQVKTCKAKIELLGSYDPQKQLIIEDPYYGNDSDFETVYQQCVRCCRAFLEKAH
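Assay system: LMPTP-A, protein tyrosine phosphatase of low molecular weight / Medium: pH 6.0 Bis-Tris buffer with DTT and Triton X-100 / Schedule: 50 min enzyme reaction at room temperature, protected from light / Measured by: endpoint fluorescence intensity from OMFP dephosphorylation / Read-out basis: % inhibition relative to no-enzyme and uninhibited control wells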
An asterisk follows results filed as active.

What do the screens show for `Cc1cccc(N2C(=O)C(CC(=O)Nc3cccc(F)c3)N(CCc3ccncc3)C2=O)c1` (stereo unspecified)?
Scp-1 inhibitor: -4; NRP1-CendR mod: 6; STEP block: 2; NadD block: 9; TbMetRS inhib: -0.1; SKN-1 inh: 1; Neddylation inh: inactive; SUMO1 PPI mod: 1; DNMT1 inh: 0; LMPTP inh: -0.6

What do the screens show for `CCN(CC)C(=O)c1[nH]cnc1C(=O)N[C@@H](CC(C)C)C(=O)OC(C)(C)C`?
Scp-1 inhibitor: 0; NRP1-CendR mod: 24; STEP block: 2; NadD block: -2; TbMetRS inhib: -0.3; SKN-1 inh: 7; Neddylation inh: inactive; SUMO1 PPI mod: 3; DNMT1 inh: 1; LMPTP inh: -1.8

Results for NS(=O)(=O)c1cccnc1Nc1cccc(Cl)c1 ?
Scp-1 inhibitor: 1; NRP1-CendR mod: 9; STEP block: -1; NadD block: 0; TbMetRS inhib: -0.5; SKN-1 inh: 22; Neddylation inh: inactive; SUMO1 PPI mod: 1; DNMT1 inh: 1; LMPTP inh: 0.4

How did O=C(Cc1nnc(NC(=O)Nc2ccc(F)cc2)s1)Nc1ccccc1 do in these assays?
Scp-1 inhibitor: -4; NRP1-CendR mod: 1; STEP block: -1; NadD block: 0; TbMetRS inhib: 0.8; SKN-1 inh: 0; Neddylation inh: inactive; SUMO1 PPI mod: 1; DNMT1 inh: 3; LMPTP inh: -0.2

How did Cc1cccc(-n2nnc(C(=O)NCc3ccco3)c2N)c1 do in these assays?
Scp-1 inhibitor: -12; NRP1-CendR mod: -1; STEP block: -3; NadD block: -7; TbMetRS inhib: 0.3; SKN-1 inh: -4; Neddylation inh: inactive; SUMO1 PPI mod: -2; DNMT1 inh: 0; LMPTP inh: -1.5

What do the screens show for `CC1(C(=O)Nc2cccc3c2CCCC3)CCN1C(=O)CCC1CCCC1` (stereo unspecified)?
NRP1-CendR mod: 6; STEP block: -4; NadD block: -3; TbMetRS inhib: -0.1; SKN-1 inh: 17; Neddylation inh: inactive; SUMO1 PPI mod: 7; DNMT1 inh: -9; LMPTP inh: 1.0

What do the screens show for `COc1ccc2cc(C(c3nnnn3CCc3ccccc3)N3CCC(O)CC3)c(=O)[nH]c2c1` (stereo unspecified)?
Scp-1 inhibitor: -3; NRP1-CendR mod: -108; STEP block: -6; NadD block: 5; TbMetRS inhib: -0.3; SKN-1 inh: -13; Neddylation inh: inactive; SUMO1 PPI mod: -17; DNMT1 inh: -2; LMPTP inh: 1.1

Results for Cc1c(C(=O)/C=C/N(C)C)nnn1-c1ccc(F)c(Cl)c1 ?
Scp-1 inhibitor: -1; NRP1-CendR mod: 38*; STEP block: 0; NadD block: 0; TbMetRS inhib: -0.6; SKN-1 inh: -6; Neddylation inh: inactive; SUMO1 PPI mod: -2; DNMT1 inh: 6; LMPTP inh: -0.6

How did COc1ccc(CC(=O)Nc2nc(C(C)(C)C)cs2)cc1 do in these assays?
Scp-1 inhibitor: -5; NRP1-CendR mod: 0; STEP block: 0; NadD block: -2; TbMetRS inhib: 0.2; SKN-1 inh: 0; Neddylation inh: inactive; SUMO1 PPI mod: 2; DNMT1 inh: 0; LMPTP inh: 1.9

Results for CN1CCN(NC(=O)CN2C(=O)S/C(=C\c3c(Cl)cccc3Cl)C2=O)CC1 ?
Scp-1 inhibitor: -6; NRP1-CendR mod: 2; STEP block: -2; NadD block: -6; TbMetRS inhib: -0.7; SKN-1 inh: 1; Neddylation inh: inactive; SUMO1 PPI mod: -1; DNMT1 inh: 4; LMPTP inh: 0.1

Results for CC(C)C[C@H](NC(=O)CCn1nnc2ccccc2c1=O)C(=O)O ?
Scp-1 inhibitor: -5; NRP1-CendR mod: 15; STEP block: 9; NadD block: -4; TbMetRS inhib: 0.0; SKN-1 inh: -3; Neddylation inh: inactive; SUMO1 PPI mod: -7; DNMT1 inh: 0; LMPTP inh: -0.1

Results for CC(Oc1ccc(F)cc1)C(=O)Nc1cc(S(=O)(=O)N2CCOCC2)ccc1N1CCCC1 (stereo unspecified) ?
Scp-1 inhibitor: -4; NRP1-CendR mod: -3; STEP block: 0; NadD block: -2; TbMetRS inhib: -0.5; SKN-1 inh: 4; Neddylation inh: inactive; SUMO1 PPI mod: -2; DNMT1 inh: 2; LMPTP inh: -0.1

The list goes on; the last 2 above are carried over.
Results for CC(C)C[C@H](NC(=O)CCn1nnc2ccccc2c1=O)C(=O)O ?
Scp-1 inhibitor: -5; NRP1-CendR mod: 15; STEP block: 9; NadD block: -4; TbMetRS inhib: 0.0; SKN-1 inh: -3; Neddylation inh: inactive; SUMO1 PPI mod: -7; DNMT1 inh: 0; LMPTP inh: -0.1

Results for CC(Oc1ccc(F)cc1)C(=O)Nc1cc(S(=O)(=O)N2CCOCC2)ccc1N1CCCC1 (stereo unspecified) ?
Scp-1 inhibitor: -4; NRP1-CendR mod: -3; STEP block: 0; NadD block: -2; TbMetRS inhib: -0.5; SKN-1 inh: 4; Neddylation inh: inactive; SUMO1 PPI mod: -2; DNMT1 inh: 2; LMPTP inh: -0.1

How did Cc1ccc(-n2c(SCC(=O)N3CCC(C(=O)O)CC3)nc3ccccc3c2=O)cc1C do in these assays?
Scp-1 inhibitor: -12; NRP1-CendR mod: 9; STEP block: 6; NadD block: -2; TbMetRS inhib: 0.2; SKN-1 inh: -4; Neddylation inh: inactive; SUMO1 PPI mod: 2; DNMT1 inh: -2; LMPTP inh: -0.2

What do the screens show for `CCOc1ccccc1NC(=O)CSc1nc2[nH]ncc2c(=O)[nH]1`?
Scp-1 inhibitor: -5; NRP1-CendR mod: -4; STEP block: 0; NadD block: -5; TbMetRS inhib: -0.1; SKN-1 inh: 8; Neddylation inh: inactive; SUMO1 PPI mod: 7; DNMT1 inh: 0; LMPTP inh: 0.1

How did C/C(=N\Nc1ccc(Cl)cc1)c1ccncc1 do in these assays?
Scp-1 inhibitor: -12; NRP1-CendR mod: 2; STEP block: 1; NadD block: -1; TbMetRS inhib: -0.6; SKN-1 inh: 11; Neddylation inh: inactive; SUMO1 PPI mod: -4; DNMT1 inh: -6; LMPTP inh: 1.2

What do the screens show for `CCOC(=O)c1cnn(-c2ccccc2)c1-n1cccc1`?
Scp-1 inhibitor: -10; NRP1-CendR mod: 7; STEP block: 1; NadD block: -11; TbMetRS inhib: -0.2; SKN-1 inh: 2; Neddylation inh: inactive; SUMO1 PPI mod: -2; DNMT1 inh: 4; LMPTP inh: -0.5

What do the screens show for `COc1cccc(CNCCSc2nnnn2C)c1OC`?
Scp-1 inhibitor: -4; NRP1-CendR mod: 12; STEP block: -1; NadD block: 0; TbMetRS inhib: -0.3; SKN-1 inh: 24; Neddylation inh: inactive; SUMO1 PPI mod: -6; DNMT1 inh: -2; LMPTP inh: -0.4

How did Cc1cc(C)n2nc(C(=O)OCC(=O)c3cc(C)n(CC4CCCO4)c3C)nc2n1 (stereo unspecified) do in these assays?
Scp-1 inhibitor: -1; NRP1-CendR mod: 14; STEP block: -2; NadD block: 0; TbMetRS inhib: -0.6; SKN-1 inh: 5; Neddylation inh: inactive; SUMO1 PPI mod: 3; DNMT1 inh: 2; LMPTP inh: 0.1

Results for COc1ccc(N(CC(=O)Nc2ccc(S(=O)(=O)N3CCOCC3)cc2)S(=O)(=O)c2ccccc2)cc1 ?
Scp-1 inhibitor: -24; NRP1-CendR mod: 10; STEP block: -3; NadD block: -3; TbMetRS inhib: -0.1; SKN-1 inh: 7; Neddylation inh: inactive; SUMO1 PPI mod: 0; DNMT1 inh: -7; LMPTP inh: 3.6

What do the screens show for `O=C(COC(=O)Cc1ccsc1)Nc1ccc(F)cc1Cl`?
Scp-1 inhibitor: -1; NRP1-CendR mod: -10; STEP block: 0; NadD block: -1; TbMetRS inhib: -0.4; SKN-1 inh: -8; Neddylation inh: inactive; SUMO1 PPI mod: 2; DNMT1 inh: 2; LMPTP inh: -1.2

How did S=C(Nc1ccc(Cl)cc1)NC1CCCCC1 do in these assays?
Scp-1 inhibitor: -14; NRP1-CendR mod: -4; STEP block: 1; NadD block: 6; TbMetRS inhib: -0.3; SKN-1 inh: -1; Neddylation inh: inactive; SUMO1 PPI mod: 3; DNMT1 inh: 2; LMPTP inh: 0.5

How did CC(C)(C)N(Cc1ccccc1)C(=O)COC(=O)Cn1cnc2ccccc2c1=O do in these assays?
Scp-1 inhibitor: -3; NRP1-CendR mod: 0; STEP block: 6; NadD block: 0; TbMetRS inhib: -0.2; SKN-1 inh: 0; Neddylation inh: inactive; SUMO1 PPI mod: 4; DNMT1 inh: -3; LMPTP inh: -0.6

How did COc1cc(N(C(=O)Cc2cccs2)C(C(=O)NC2CCCCC2)c2cccc(OC)c2OC)ccc1-n1cnnn1 (stereo unspecified) do in these assays?
Scp-1 inhibitor: -7; NRP1-CendR mod: 12; STEP block: 3; NadD block: 3; TbMetRS inhib: -0.3; SKN-1 inh: 0; Neddylation inh: inactive; SUMO1 PPI mod: 4; DNMT1 inh: 0; LMPTP inh: -1.3

Results for O=C(O)c1cccc(S(=O)(=O)Nc2ccccc2Oc2ccccc2)c1 ?
NRP1-CendR mod: 0; STEP block: -3; NadD block: 0; TbMetRS inhib: -0.2; SKN-1 inh: 17; Neddylation inh: inactive; SUMO1 PPI mod: 7; DNMT1 inh: 0; LMPTP inh: -0.4

How did CCCCCC1CCC(c2n[nH]c(=S)n2C)CC1 (stereo unspecified) do in these assays?
Scp-1 inhibitor: -4; NRP1-CendR mod: 5; STEP block: 2; NadD block: 1; TbMetRS inhib: -0.6; SKN-1 inh: 15; Neddylation inh: inactive; SUMO1 PPI mod: 6; DNMT1 inh: 0; LMPTP inh: 0.9

Results for Cc1ccc(Sc2ncccc2C(=O)O)cc1 ?
Scp-1 inhibitor: -3; NRP1-CendR mod: -13; STEP block: 0; NadD block: 0; TbMetRS inhib: -0.2; SKN-1 inh: -6; Neddylation inh: inactive; SUMO1 PPI mod: -3; DNMT1 inh: 7; LMPTP inh: -0.3

Results for CC(C)c1nnc(NC(=O)CSc2ccccc2)s1 ?
Scp-1 inhibitor: -16; NRP1-CendR mod: -10; STEP block: -2; NadD block: -4; TbMetRS inhib: -1.2; SKN-1 inh: -10; Neddylation inh: inactive; SUMO1 PPI mod: 1; DNMT1 inh: 1; LMPTP inh: 0.5
